Screening data deposited in PubChem by The Scripps Research Institute Molecular Screening Center.
FBW7 activator = human FBW7 E3 ligase activation, primary screen. Q969H0. 0.13% of 650,000 active. AID 1259310. AlphaScreen FBW7–phospho-cyclin E peptide binding, activator screen. normalized activity (activation), % at 26.1 µM; in the data active = normalized activity above about 1.9%;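 also: purified mutant Fbw7 with reduced substrate affinity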
Target sequence (Q969H0 whole entry, looked up): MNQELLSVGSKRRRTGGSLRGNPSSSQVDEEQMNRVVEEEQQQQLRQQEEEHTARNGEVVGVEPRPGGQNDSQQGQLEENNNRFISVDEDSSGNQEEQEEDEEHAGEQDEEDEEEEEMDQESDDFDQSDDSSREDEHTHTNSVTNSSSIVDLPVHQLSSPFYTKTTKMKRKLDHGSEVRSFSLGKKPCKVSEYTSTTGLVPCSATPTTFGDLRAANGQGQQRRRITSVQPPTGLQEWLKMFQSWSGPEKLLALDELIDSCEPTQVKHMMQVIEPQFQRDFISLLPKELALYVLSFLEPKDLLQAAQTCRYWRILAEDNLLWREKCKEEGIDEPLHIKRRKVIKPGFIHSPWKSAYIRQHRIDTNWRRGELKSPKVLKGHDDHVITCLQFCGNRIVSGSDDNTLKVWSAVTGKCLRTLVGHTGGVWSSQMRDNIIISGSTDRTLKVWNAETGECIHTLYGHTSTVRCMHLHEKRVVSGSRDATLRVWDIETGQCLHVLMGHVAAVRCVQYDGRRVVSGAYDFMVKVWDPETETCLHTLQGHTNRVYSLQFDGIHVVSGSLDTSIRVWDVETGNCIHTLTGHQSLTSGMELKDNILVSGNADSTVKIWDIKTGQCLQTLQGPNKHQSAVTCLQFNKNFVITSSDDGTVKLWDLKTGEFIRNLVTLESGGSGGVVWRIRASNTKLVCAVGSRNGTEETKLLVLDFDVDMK
GPR151 activ = activators of human GPR151; AID 1508602; activation, % at 11.2 µM; PathHunter beta-arrestin GPR151 cells, luminescence; Q8TDV0; 1% of 650,000 active; in the data active = activation above about 4.9%;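 also: 0% = median of compound wells and 100% = cells with positive control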
TEAD-YAP inh = TEAD-YAP interaction inhibition; HEK-TIYL cells, TEAD-Gal4/YAP UAS-luciferase luminescence; inhibition, % at 9.12 µM; 1.4% of 640,000 active; AID 1259422; in the data active = inhibition above about 32%;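 also: 0% = median of test compound wells and 100% = reference inhibitor wells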
MITF inh = human MITF inhibition, primary screen | O75030 | AlphaScreen MITF homodimerization, bead proximity signal | inhibition, % at 2.6 µM | 0.91% of 650,000 active; in the data active = inhibition above about 50%;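 also: 0% = vehicle wells with protein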
Active calls of the source: *; & = joins results of further samples.

1: COc1cccc(-n2c(=O)[nH]cc(C(=O)Nc3cccc(C(F)(F)F)c3)c2=O)c1
2: CC(C(=O)NCC1CCCO1)n1c2ccccc2c2cn[nH]c(=O)c21 (stereo unspecified)
3: Clc1ccccc1/C=N/Nc1ncnc2nc[nH]c12
4: CCCN1CCC(=NNC(=O)c2ccc(Cl)cc2Cl)CC1
5: CC(C)[N+]1(C)C2CCC1CC(OC(=O)C(CO)c1ccccc1)C2 (stereo unspecified)
6: CC12CCC(C(=O)N3CCOCC3)(CC1=O)C2(C)C (stereo unspecified)
7: O=C(O)c1cccc(S(=O)(=O)Nc2cccc(Cl)c2)c1
8: Cc1ccc(C2=N/C(=C/N3CCOCC3)C(=O)O2)cc1
Screen / compound no.	1	2	3	4	5	6	7	8
MITF inh	-5.6	-9.9	-0.3	16.0	-6.4&-6.1&17.8	-5.0	3.8	13.7
GPR151 activ	0.2	-0.7	-5.6	4.9*	-0.4&0.7&0.2	-1.2	-1.4	-0.6
FBW7 activator	-0.1	-0.1	0.0	0.1	-0.1&-0.1&0.0	-0.1	0.1	0.0
TEAD-YAP inh	1.2	0.7	19.1	2.3	-0.9	10.1	11.3	-53.3

9: Cn1c2c(c(=O)n(C)c1=O)C(c1ccc(OCc3ccccc3)cc1)C1=C(N2)c2ccccc2C1=O (stereo unspecified)
10: CCCCC(=O)N1c2ccccc2NC2=C(C(=O)CCC2)C1c1ccco1 (stereo unspecified)
11: Cn1cccc1CN(C1CC1)S(=O)(=O)Cc1ccccc1Cl
12: COc1ccc(-c2noc(COc3ccc(C)c(C)c3)n2)cc1
13: c1cc(N2CCOCC2)n2ncc(-c3ccsc3)c2n1
14: Cc1cc(C)c2sc(N3CCN(C(=O)c4ccno4)CC3)nc2c1
15: Cn1c(/C(C#N)=C(\O)c2ccccc2Cl)nc2ccccc21
16: CC1CCc2c(sc3ncn(C(C)C(=O)O)c(=O)c23)C1 (stereo unspecified)
Screen / compound no.	9	10	11	12	13	14	15	16
MITF inh	25.1	13.2	3.9	7.2	10.1	13.3	20.9	6.6
GPR151 activ	0.0	-0.2	1.3	-0.6	-0.6	0.1	1.1	-0.3
FBW7 activator	0.0	0.0	-0.2	0.5	-0.1	0.1	0.0	0.0
TEAD-YAP inh	3.2	-2.5	-4.1	4.7	-47.1	-29.9	4.5	-1.1

17: COc1ccccc1CN1CCNC(=O)C1CC(=O)NCCc1cnn(C)c1 (stereo unspecified)
18: CCOc1ccc2nc(NC(=O)CCN3C(=S)NC(C)(C)CC3C)sc2c1 (stereo unspecified)
19: CCOC(CNC(=O)c1c[nH]c2ccc(S(=O)(=O)N3CCC(C)CC3)cc2c1=O)OCC
20: COc1ccc(C(=O)N/C(=C/c2ccc([N+](=O)[O-])cc2)C(=O)Nc2ccc(Cl)c(Cl)c2)c(Cl)c1
21: O=S(=O)(Nc1ccccc1)c1ccc(NS(=O)(=O)c2c(F)cccc2F)cc1
22: COCCNc1cc(-c2ccccn2)nc(-c2cccnc2)n1
23: O=C(CCCN1C(=O)CCC1=O)Nc1ccc2c(c1)OCCO2
24: C=CC[N+](CC)(CC)CC#Cc1ccccc1
Screen / compound no.	17	18	19	20	21	22	23	24
MITF inh	4.0	3.5	-4.0	13.6	8.1	0.2	4.2	-10.6
GPR151 activ	-1.2	-0.9	-0.4	2.1	5.2*	2.0	1.0	0.0
FBW7 activator	-0.1	0.2	0.1	-0.1	-0.1	-0.3	-0.2	0.0
TEAD-YAP inh	-9.8	-1.7	-4.8	-2.6	-3.4	6.8	-1.4	-4.0

Entries of single compounds from above. Order of screens: MITF inh | GPR151 activ | FBW7 activator | TEAD-YAP inh
O=C(CCCN1C(=O)CCC1=O)Nc1ccc2c(c1)OCCO2 is listed as 4.2 | 1.0 | -0.2 | -1.4
CC(C)[N+]1(C)C2CCC1CC(OC(=O)C(CO)c1ccccc1)C2 (stereo unspecified) is listed as -6.4&-6.1&17.8 | -0.4&0.7&0.2 | -0.1&-0.1&0.0 | -0.9
CCOc1ccc2nc(NC(=O)CCN3C(=S)NC(C)(C)CC3C)sc2c1 (stereo unspecified) is listed as 3.5 | -0.9 | 0.2 | -1.7
O=C(O)c1cccc(S(=O)(=O)Nc2cccc(Cl)c2)c1 is listed as 3.8 | -1.4 | 0.1 | 11.3
CC12CCC(C(=O)N3CCOCC3)(CC1=O)C2(C)C (stereo unspecified) is listed as -5.0 | -1.2 | -0.1 | 10.1

The list continues.
25: COc1ccc2nc(SCC(=O)NC(C)C)c(C#N)cc2c1
26: Cc1c(Cl)cccc1-n1ncnc1-c1ccc(N(C)C)cc1
27: CCOC(=O)c1cc(S(=O)(=O)Nc2ccc(Br)cc2)cn1C
28: COCCNC(=O)CCS(=O)(=O)c1ccc2c(c1)n(C)c(=O)c(=O)n2C
29: Cc1ccccc1OCCn1cnc2ccccc2c1=O
30: Cc1ccc2cc(C#N)c(SCC(=O)NCC3CCCO3)nc2c1C (stereo unspecified)
31: O=S(=O)(/N=C(/c1ccccc1F)N1CCCCC1)c1ccccc1
32: Cc1cc(C)c(C)c(OCC(=O)O/N=C(\N)c2ccccn2)c1
Screen / compound no.	25	26	27	28	29	30	31	32
MITF inh	-1.6	2.0	-2.3	12.3	-9.9	19.4	-1.7	8.2
GPR151 activ	0.5	-0.7	-0.9	0.1	-1.8	0.6	0.5	0.5
FBW7 activator	0.0	-0.1	0.2	0.2	0.0	0.0	-0.1	0.1
TEAD-YAP inh	1.8	-4.3	-6.8	0.9	-65.1	-3.6	-2.8	-29.8

33: CC(=O)OCCCNc1cc(SCc2ccccc2)c2nonc2c1[N+](=O)[O-]
34: Cc1ccc(Sc2cc(C(=O)NCc3ccc(F)cc3)c3ccccc3n2)cc1
35: CS(=O)(=O)C1=C(O)C(=O)N(c2ccc(S(N)(=O)=O)cc2)C1c1ccccc1 (stereo unspecified)
36: CCOC(=O)c1c[nH]c2c(C)cc(C)cc2c1=O
37: COC(=O)c1ccn(C(=O)c2ccnn2C)n1
38: O=[N+]([O-])c1ccc(N2CCN(S(=O)(=O)c3ccc4ccccc4c3)CC2)cc1NCCc1ccccc1
39: COc1ccc(CNCc2ccccc2)cc1Cl
40: O=C1N[C@@H](CO)C(=O)N2CCN(CCCc3ccccc3)C[C@H]12
Screen / compound no.	33	34	35	36	37	38	39	40
MITF inh	10.5	-9.1	12.7	-16.0	-2.9	10.3	11.5	-7.3
GPR151 activ	1.1	2.2	0.3	-1.7	0.3	-0.9	-0.5	2.9
FBW7 activator	0.0	0.0	-0.1	0.3	0.0	0.2	0.2	-0.2
TEAD-YAP inh	-7.1	2.8	-1.3	-2.0	-2.0	5.8	3.5	-7.6

41: CC1CCCC(C)N1C(=O)CSc1nnc(-c2ccccc2)n1N (stereo unspecified)
42: CC(C)(C)CN1CCN(Cc2ccc3cccc(F)c3n2)CC1CCO (stereo unspecified)
43: CCC(C)c1ccc(NC(=O)C(C)Oc2cccc(Cl)c2)cc1 (stereo unspecified)
44: CSCc1csc(NC(=O)c2ccc(F)cc2)n1
45: CCN1CCN(c2nc(-c3ccc([N+](=O)[O-])cc3)nc3ccccc23)CC1
46: FC(F)(F)c1ccc(Cn2cnc3c(NCc4ccccc4)nc(NCc4cccnc4)nc32)cc1
47: Cc1cc(N/N=C/c2cccn2C)nc2ccccc12
48: CC(C)CCN1CC(C(=O)NCc2ccccc2)CC1=O (stereo unspecified)
Screen / compound no.	41	42	43	44	45	46	47	48
MITF inh	-9.7	-0.3	-0.5	-5.3	4.5	4.4	23.5	12.5
GPR151 activ	-0.6	7.2*	-0.8	0.5	1.9	0.3	0.5	-0.8
FBW7 activator	0.0	0.0	-0.1	0.0	0.0	-0.2	0.0	0.3
TEAD-YAP inh	5.6	-4.7	-8.0	-20.4	3.5	8.3	-28.4	8.9

In the list so far, these contain a thiophene ring, fused or not.
13: c1cc(N2CCOCC2)n2ncc(-c3ccsc3)c2n1
16: CC1CCc2c(sc3ncn(C(C)C(=O)O)c(=O)c23)C1 (stereo unspecified)
Screen / compound no.	13	16
MITF inh	10.1	6.6
GPR151 activ	-0.6	-0.3
FBW7 activator	-0.1	0.0
TEAD-YAP inh	-47.1	-1.1

(more compounds)
49: CCCS(=O)(=O)Nc1ccc(S(=O)(=O)Nc2nc(C)cc(C)n2)cc1
50: COc1ccc(OC(C)C(=O)NCCC2=CCCCC2)cc1 (stereo unspecified)
51: COC(=O)C1=CN(Cc2ccc(OC)cc2)C=C(C(=O)OC)C1c1cc2c(cc1Br)OCO2
52: COC(=O)c1ccccc1NC(=O)NNC(=O)c1ccco1
53: O=C(NCc1nc2ccccc2[nH]1)c1ccnc(-c2ccc(C(=O)NC3CC3)cc2)c1
54: O=C(CS(=O)(=O)c1cccc2nsnc12)Nc1ccc(F)c(Cl)c1
55: CCOC(=O)c1c(NC(=O)COc2cc(C)ccc2C(C)(C)C)sc2c1CCCC2
56: CCOC(=O)c1ccc(NC(=O)CSc2nnc(-c3ccc(Cl)cc3)n2N)cc1
Screen / compound no.	49	50	51	52	53	54	55	56
MITF inh	19.0	0.5	-7.6	12.9	5.5	0.3	7.1	-1.4
GPR151 activ	0.8	1.3	0.5	2.9	-0.4	0.4	-1.4	0.4
FBW7 activator	0.6	-0.1	1.0	0.5	0.1	-0.5	0.1	-0.2
TEAD-YAP inh	-3.8	-13.5	-5.8	5.5	-7.2	4.1	-2.6	-4.2

57: Fc1ccccc1NC(=S)NCc1ccco1
58: O=c1[nH]c2ccc(S(=O)(=O)O)cc2[nH]1
59: O=C(NC(=S)NNc1ccccn1)C12CC3CC(CC(C3)C1)C2
60: Cc1cccc(NC(=O)CN2C(=O)N/C(=C/c3cc(C)n(C(C)C)c3C)C2=O)c1
61: Nc1c(C(=O)Nc2cccc(C(=O)O)c2)sc2nc3c(cc12)CCCC3
62: O=C(NC1CCCCC1)C1CCCN(S(=O)(=O)c2cnc[nH]2)C1 (stereo unspecified)
63: O=C(Nc1ccc(N2CCOCC2)cc1)c1ccnc(NCc2cccnc2)c1
64: Cc1ncn(-c2ccc(Nc3cc(-c4ocnc4-c4cnn(C)c4)ccn3)cc2)n1
Screen / compound no.	57	58	59	60	61	62	63	64
MITF inh	5.2	8.3	9.1	5.4	7.3	-9.3	19.4	9.4
GPR151 activ	-1.5	1.9	-0.9	0.5	-2.8	-0.2	0.5	-1.5
FBW7 activator	-0.1	0.0	0.3	-0.2	0.1	0.8	-0.2	-0.3
TEAD-YAP inh	-1.9	-1.0	9.7	3.3	27.1	2.8	10.4	19.2

65: CCOC(=O)CN1C(=O)CS/C1=C\C#N
66: O=C(CCSc1ccc(Cl)cc1)NC12CC3CC(CC(C3)C1)C2
67: Cc1ccc(S(=O)(=O)NCCN2CCN(S(=O)(=O)Cc3ccccc3)CC2)cc1
68: COc1cc(NC(=O)c2nn3c(c2Cl)NC(c2ccco2)CC3C(F)(F)F)cc(OC)c1OC (stereo unspecified)
69: O=C(CC1SC(=O)N(CN2CCOCC2)C1=O)Nc1cccc(O)c1 (stereo unspecified)
70: O=C(Nc1cccc2ccccc12)c1nn2c(c1Cl)NC(c1ccc(Br)cc1)CC2C(F)(F)F (stereo unspecified)
71: CCN(C(=O)c1ccc(N2CC3CC(C2)c2cccc(=O)n2C3)c([N+](=O)[O-])c1)c1cccc(C)c1 (stereo unspecified)
72: COc1cc(/C=C/C(=O)O)cc(S(=O)(=O)NC2CC2)c1OC
Screen / compound no.	65	66	67	68	69	70	71	72
MITF inh	-4.5	-0.1	-1.1	-2.1	3.5	-1.6	9.6	22.8
GPR151 activ	1.0	1.1	-1.5	0.5	0.5	0.6	0.2	-3.4
FBW7 activator	0.1	0.0	-0.1	0.0	0.0	0.0	0.1	0.1
TEAD-YAP inh	-4.3	-37.8	-6.2	3.0	-0.9	-12.8	10.0	0.6

3 entries from above, as a markdown table:
| item | smiles | MITF inh | GPR151 activ | FBW7 activator | TEAD-YAP inh |
| --- | --- | --- | --- | --- | --- |
| 65 | CCOC(=O)CN1C(=O)CS/C1=C\C#N | -4.5 | 1.0 | 0.1 | -4.3 |
| 66 | O=C(CCSc1ccc(Cl)cc1)NC12CC3CC(CC(C3)C1)C2 | -0.1 | 1.1 | 0.0 | -37.8 |
| 67 | Cc1ccc(S(=O)(=O)NCCN2CCN(S(=O)(=O)Cc3ccccc3)CC2)cc1 | -1.1 | -1.5 | -0.1 | -6.2 |

Other results follow:
73: COc1ccc2nc3sc(C(=O)NCc4cccs4)cc3cc2c1
74: CCOC(=O)C1=C(C)N=c2s/c(=C\c3cc(Br)ccc3OC)c(=O)n2C1c1ccc(OC)cc1 (stereo unspecified)
75: CCn1c(=O)n(Cc2ccc3ccccc3n2)c2cccnc21
76: COc1ccccc1N1CCN(c2ncnc3sc(C(=O)O)c(C)c23)CC1
77: CCC(C)N1C(=O)C2C(C(=O)Nc3cccc(OC)c3)C3C=CC2(O3)C1C(=O)NC1CCCCC1 (stereo unspecified)
78: O=[N+]([O-])C(/C=C(/Cl)[N+](=O)[O-])=C1Nc2ccccc2N1
79: c1ccc(-c2ccc(NCc3cccs3)nn2)cc1
Screen / compound no.	73	74	75	76	77	78	79
MITF inh	4.3	3.6	11.7	1.1	2.7	15.8	5.7
GPR151 activ	1.9	-0.1	2.8	-2.0	0.5	-1.9	-0.4
FBW7 activator	-0.2	0.1	0.0	-0.1	0.1	0.1	0.2
TEAD-YAP inh	-32.2	12.9	-9.7	-6.3	0.5	-22.4	9.5
